Compound activity as filed in PubChem.
HGIII-sPLA2 inh = Blocks human group III sPLA2 activity; 0.56% of 370,000 active; QFRET BODIPY PC-A2 liposome hydrolysis, fluorescence; inhibition, % at 12.2 µM;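 active = inhibition above mean plus 3 SD of compounds lying within the high and low control bounds, cut at about 19% in these data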;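 note: 0% = median of test compound wells and 100% = no enzyme DMSO wells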
PLC-beta3 inh = inhibitors of human phospholipase C beta3; Q01970; Purified PLC-beta3, fluorogenic substrate, fluorescence; inhibition, % at 12.2 µM; 0.18% of 370,000 active; AID 720704; in the data active = inhibition above about 11%;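 note: 0% = median of compound wells on plate and 100% = full blocker control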
NR1D1 modulator = Rev-erb alpha (human) modulation. activity, % at 10 µM. AID 1259318. 0.79% of 370,000 active. P20393. Rev-erbα–FITC-DNA binding, fluorescence polarization, 90 min;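 active = activity above about 14%, limit read from the data; passing the limit was not always enough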;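 note: 0% = DMSO wells with 35 nM protein and 100% = DMSO wells with 750 nM protein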
Target sequence (P20393 whole entry, looked up): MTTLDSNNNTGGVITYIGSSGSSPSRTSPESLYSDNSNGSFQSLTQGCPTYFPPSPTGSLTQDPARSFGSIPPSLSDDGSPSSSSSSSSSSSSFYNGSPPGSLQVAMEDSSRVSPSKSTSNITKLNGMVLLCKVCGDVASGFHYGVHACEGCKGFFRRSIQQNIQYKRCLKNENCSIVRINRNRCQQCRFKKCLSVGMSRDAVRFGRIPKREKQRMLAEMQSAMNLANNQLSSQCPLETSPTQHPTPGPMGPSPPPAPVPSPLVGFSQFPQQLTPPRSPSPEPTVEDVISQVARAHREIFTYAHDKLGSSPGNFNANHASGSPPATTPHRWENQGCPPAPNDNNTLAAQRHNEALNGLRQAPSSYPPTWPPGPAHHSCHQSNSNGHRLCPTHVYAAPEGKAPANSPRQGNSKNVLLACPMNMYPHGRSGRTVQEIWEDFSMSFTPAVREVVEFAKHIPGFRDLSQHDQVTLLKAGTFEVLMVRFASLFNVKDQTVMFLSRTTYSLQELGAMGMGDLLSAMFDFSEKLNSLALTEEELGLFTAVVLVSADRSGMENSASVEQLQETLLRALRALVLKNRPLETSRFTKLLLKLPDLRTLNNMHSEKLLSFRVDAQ
ASAP1 inh = inhibitors of human ASAP1 ArfGAP activity; inhibition, % at 16.5 µM; 0.19% of 360,000 active; ASAP1-stimulated ARF1 GTP hydrolysis, GDP FP detection; Q9ULH1; in the data active = inhibition above about 25%;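 note: 0% = vehicle with enzyme and substrate and 100% = no enzyme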
DDE Tn7 FP inh = inhibitors of Tn7 peptide binding to human fibrin DD(E). 0.13% of 370,000 active. AID 720508. inhibition, % at 8.3 µM. P02675. FP displacement of FITC-Tn7 peptide from fibrin DD(E); 0% = median of compound wells per plate;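 active = inhibition above the mean of compounds falling within the control limits plus 3 SD of them, cut at about 14% in these data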;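 note: 0% = plate median of compound wells and 100% = 10 µM Aha-Tn7 peptide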
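System: human fibrin DD(E); quantity: Fibrin-DD(E) at 2 µM final; also added: fluorescent Tn7 probe at 0.1 µM; compound dosing: single nominal test concentration of 8.3 µM per compound; schedule: 10 min preincubation, 3 h with tracer, room temperature; detection: fluorescence polarization of the labelled Tn7 tracer; repeats: one replicate per compound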
ARFGAP1 inh = inhibits rat ARF GTPase activating protein 1. Q62848. Arfgap1-stimulated ARF1 GTP hydrolysis, GDP FP detection. inhibition, % at 16.5 µM. 0.26% of 360,000 active;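 active = inhibition above a per-plate limit, mean inhibition of low control wells plus 3 SD, cut at about 25% in these data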;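 note: 0% = DMSO wells with enzyme and 100% = wells lacking Arfgap1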
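system = rat Arfgap1 catalytic domain, aa 1-136 | technique = FP, GDP Alexa 633 tracer displaced from anti-GDP antibody, 620/688 nm | compound = one concentration, 16.5 µM, DMSO 1.26% | medium = HEPES-based buffer, pH 7.5 | timing = compound-enzyme preincubation 20 min, reaction 120 min, detection 60 min, 25 °C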
proKLK7 act = activates the human kallikrein-7 zymogen | 0.9% of 370,000 active | purified proKLK7, EDANS-DABCYL substrate fluorescence; 100% is mature enzyme control, 0% vehicle | activation, % at 7 µM;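 active = activation above the mean of all tested compounds plus 3 SD, computed per campaign excluding outliers beyond control limits, cut at about 13% in these data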
Target sequence (P49862 whole entry, looked up): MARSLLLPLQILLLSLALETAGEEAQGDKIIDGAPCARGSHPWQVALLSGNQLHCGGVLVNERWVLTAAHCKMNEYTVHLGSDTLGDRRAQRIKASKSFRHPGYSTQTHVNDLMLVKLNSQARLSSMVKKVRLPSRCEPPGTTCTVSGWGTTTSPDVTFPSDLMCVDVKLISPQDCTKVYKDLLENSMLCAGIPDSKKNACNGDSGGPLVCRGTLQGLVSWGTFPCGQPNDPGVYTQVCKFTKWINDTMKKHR
Tn6 DDE FP = inhibitors of Tn6 peptide binding to human fibrin DD(E) | inhibition, % at 8.3 µM | 0.21% of 370,000 active | Fibrin DD(E) TRITC-Tn6 fluorescence polarization displacement;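 active = inhibition above a per-campaign cutoff: mean of compounds within control limits plus 3 SD, cut at about 15% in these data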;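 note: 0% = median of all compound wells on the plate and 100% = blocking peptide control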
PLC-gamma1 inh = PLC-gamma1 (human) inhibition, primary screen. P19174. purified PLC-gamma1, fluorogenic substrate, fluorescence. 0.84% of 370,000 active. inhibition, % at 12.2 µM. AID 720700; in the data active = inhibition above about 9.5%
UHRF1 binding = UHRF1 methyl-DNA binding inhibition; UHRF1 binding to methylated oligo, TR-FRET; Q96T88; 0.75% of 370,000 active; inhibition, % at 4.4 µM; AID 687016; in the data active = inhibition above about 21%;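 note: UHRF1 SRA domain binding a hemimethylated CpG hairpin DNA probe; 0% = median of test compound wells and 100% = reference inhibitor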
Numbers without * were called inactive; . = not tested or not shown. Compounds were not picked by outcome; any-hit rate near 4.5%.

1: Cn1c(=O)c2cc(S(=O)(=O)N3CCN(Cc4ccccc4)CC3)ccc2n(C)c1=O
2: COC(=O)c1cc(S(=O)(=O)NC2CCN(Cc3ccccc3)CC2)cn1C
3: COc1cc(OC)cc(-c2c(C#Cc3ccsc3)c3cc(Br)ccc3n2C)c1
4: COc1ccccc1CNC(=O)COC(=O)c1ccccc1SCC(=O)N1CCCC1
5: COc1ccccc1CNc1nc2nc3c(c(=O)n2[nH]1)CCC3
6: CCOc1ccccc1NC(=O)c1sc2ncn(CC(=O)N3CCOCC3)c(=O)c2c1C

assay / entry | 1 | 2 | 3 | 4 | 5 | 6
Tn6 DDE FP | -2.8 | -0.7 | -0.9 | 2.8 | 9.4 | -1.4
DDE Tn7 FP inh | 0.1 | -3.4 | 0.4 | -10.1 | 1.6 | -3.6
PLC-gamma1 inh | 0.7 | 0.5 | -17.3 | -2.4 | -2.0 | -6.9
proKLK7 act | -0.2 | 0.0 | -3.2 | 0.7 | -0.2 | 0.7
PLC-beta3 inh | 1.2 | 5.8 | -22.0 | 0.7 | -0.8 | -16.2
HGIII-sPLA2 inh | 7.6 | -10.2 | -0.3 | -5.4 | 0.5 | 2.7
UHRF1 binding | 1.0 | 1.5 | 0.4 | 0.9 | -0.3 | -0.3
ASAP1 inh | . | 0.7 | -3.7 | -5.8 | -9.7 | 0.2
ARFGAP1 inh | . | -5.7 | 9.4 | -12.2 | 21.5 | -3.3
NR1D1 modulator | 0.6 | -1.6 | -2.5 | -3.9 | 1.8 | -0.3

7: O=C(CSc1nc2ccccc2c(=O)n1CC1CCCO1)NCCc1ccccc1 (centres undefined)
8: CC(=O)Nc1ccc(C=NNc2ccc([N+](=O)[O-])cc2S(=O)(=O)Nc2ccccc2C(=O)O)cc1
9: Cn1nnnc1NCc1cccc(Cl)c1
10: CCN(CC(=O)Nc1ccc(NC(C)=O)cc1)C(=O)CSCC(=O)Nc1ccc(C)cc1
11: CCOC(=O)c1c(NC(C)=O)sc2c(O)c(Br)ccc12
12: CCCCN1C(=N)N([C@@H](C)CN2CCC[C@H]2CN2C(N)=NC[C@H]2CC(C)C)C[C@H]1[C@H](C)CC

assay / entry | 7 | 8 | 9 | 10 | 11 | 12
Tn6 DDE FP | -10.9 | 8.2 | 0.7 | -2.8 | 6.9 | 2.1
DDE Tn7 FP inh | -1.4 | -2.0 | 2.9 | 6.4 | -1.4 | 0.7
PLC-gamma1 inh | 0.0 | -207.0 | -0.4 | 4.7 | -3.2 | 1.1
proKLK7 act | -0.7 | -0.6 | 0.4 | 0.0 | 0.0 | 0.3
PLC-beta3 inh | -3.5 | -285.1 | 1.0 | -0.6 | -3.4 | -0.7
HGIII-sPLA2 inh | -11.2 | -23.9 | 3.4 | -3.0 | 4.2 | 2.6
UHRF1 binding | 6.9 | 1.1 | -0.4 | -3.0 | -0.2 | 3.3
ASAP1 inh | 5.3 | 5.1 | -4.7 | 5.1 | -6.0 | 3.9
ARFGAP1 inh | 0.6 | 7.2 | -1.0 | -6.9 | -5.1 | 13.1
NR1D1 modulator | -0.2 | -0.4 | 1.5 | 2.5 | -1.1 | -2.7

Sorted by SMILES length (largest number first): part of the list above
10: CCN(CC(=O)Nc1ccc(NC(C)=O)cc1)C(=O)CSCC(=O)Nc1ccc(C)cc1
7: O=C(CSc1nc2ccccc2c(=O)n1CC1CCCO1)NCCc1ccccc1 (centres undefined)
9: Cn1nnnc1NCc1cccc(Cl)c1

assay / entry | 10 | 7 | 9
Tn6 DDE FP | -2.8 | -10.9 | 0.7
DDE Tn7 FP inh | 6.4 | -1.4 | 2.9
PLC-gamma1 inh | 4.7 | 0.0 | -0.4
proKLK7 act | 0.0 | -0.7 | 0.4
PLC-beta3 inh | -0.6 | -3.5 | 1.0
HGIII-sPLA2 inh | -3.0 | -11.2 | 3.4
UHRF1 binding | -3.0 | 6.9 | -0.4
ASAP1 inh | 5.1 | 5.3 | -4.7
ARFGAP1 inh | -6.9 | 0.6 | -1.0
NR1D1 modulator | 2.5 | -0.2 | 1.5

Part of the list above in order of length of the SMILES, largest number first:
12: CCCCN1C(=N)N([C@@H](C)CN2CCC[C@H]2CN2C(N)=NC[C@H]2CC(C)C)C[C@H]1[C@H](C)CC
8: CC(=O)Nc1ccc(C=NNc2ccc([N+](=O)[O-])cc2S(=O)(=O)Nc2ccccc2C(=O)O)cc1
1: Cn1c(=O)c2cc(S(=O)(=O)N3CCN(Cc4ccccc4)CC3)ccc2n(C)c1=O
6: CCOc1ccccc1NC(=O)c1sc2ncn(CC(=O)N3CCOCC3)c(=O)c2c1C
3: COc1cc(OC)cc(-c2c(C#Cc3ccsc3)c3cc(Br)ccc3n2C)c1
2: COC(=O)c1cc(S(=O)(=O)NC2CCN(Cc3ccccc3)CC2)cn1C
7: O=C(CSc1nc2ccccc2c(=O)n1CC1CCCO1)NCCc1ccccc1 (centres undefined)
5: COc1ccccc1CNc1nc2nc3c(c(=O)n2[nH]1)CCC3

assay / entry | 12 | 8 | 1 | 6 | 3 | 2 | 7 | 5
Tn6 DDE FP | 2.1 | 8.2 | -2.8 | -1.4 | -0.9 | -0.7 | -10.9 | 9.4
DDE Tn7 FP inh | 0.7 | -2.0 | 0.1 | -3.6 | 0.4 | -3.4 | -1.4 | 1.6
PLC-gamma1 inh | 1.1 | -207.0 | 0.7 | -6.9 | -17.3 | 0.5 | 0.0 | -2.0
proKLK7 act | 0.3 | -0.6 | -0.2 | 0.7 | -3.2 | 0.0 | -0.7 | -0.2
PLC-beta3 inh | -0.7 | -285.1 | 1.2 | -16.2 | -22.0 | 5.8 | -3.5 | -0.8
HGIII-sPLA2 inh | 2.6 | -23.9 | 7.6 | 2.7 | -0.3 | -10.2 | -11.2 | 0.5
UHRF1 binding | 3.3 | 1.1 | 1.0 | -0.3 | 0.4 | 1.5 | 6.9 | -0.3
ASAP1 inh | 3.9 | 5.1 | . | 0.2 | -3.7 | 0.7 | 5.3 | -9.7
ARFGAP1 inh | 13.1 | 7.2 | . | -3.3 | 9.4 | -5.7 | 0.6 | 21.5
NR1D1 modulator | -2.7 | -0.4 | 0.6 | -0.3 | -2.5 | -1.6 | -0.2 | 1.8

11: CCOC(=O)c1c(NC(C)=O)sc2c(O)c(Br)ccc12
9: Cn1nnnc1NCc1cccc(Cl)c1

assay / entry | 11 | 9
Tn6 DDE FP | 6.9 | 0.7
DDE Tn7 FP inh | -1.4 | 2.9
PLC-gamma1 inh | -3.2 | -0.4
proKLK7 act | 0.0 | 0.4
PLC-beta3 inh | -3.4 | 1.0
HGIII-sPLA2 inh | 4.2 | 3.4
UHRF1 binding | -0.2 | -0.4
ASAP1 inh | -6.0 | -4.7
ARFGAP1 inh | -5.1 | -1.0
NR1D1 modulator | -1.1 | 1.5

(listing goes on)
13: CCOc1ncccc1C(=O)OCC(=O)Nc1c(C)cccc1C
14: Cc1cc(C)c(C)c(S(=O)(=O)N2C(=S)NC(=O)C2CC(C)C)c1C (centres undefined)
15: O=C(CCS(=O)(=O)c1ccc(Cl)cc1)NCCN1C(=O)S/C(=C\c2ccccc2F)C1=O
16: Cc1nc2c(C#N)c[nH]n2c(=O)c1Cc1ccccc1
17: O=S(=O)(O)c1cc(O)c2ccc(Nc3ccccc3)cc2c1
18: Cc1nonc1NC(=O)c1oc2ccccc2c1C
19: CCOc1ccccc1/C=N/Nc1nc2ccccc2o1
20: COCCNC(=O)C(=O)Nc1ccc2c(c1)N(S(=O)(=O)c1cccs1)CCC2
21: Cn1nc(C(=O)NC2CCC(O)CC2)c2ccccc2c1=O (centres undefined)

assay / entry | 13 | 14 | 15 | 16 | 17 | 18 | 19 | 20 | 21
Tn6 DDE FP | 1.3 | 2.2 | 3.4 | 1.1 | -5.0 | 3.6 | 0.0 | -3.3 | 1.9
DDE Tn7 FP inh | -9.7 | 1.2 | -0.6 | 1.1 | 4.6 | 2.9 | 0.4 | -2.3 | -5.8
PLC-gamma1 inh | 5.7 | -0.3 | 2.0 | -6.9 | -90.9 | -1.8 | -20.2 | 2.1 | -3.6
proKLK7 act | 0.3 | -1.0 | -0.9 | -0.3 | -29.7 | 0.3 | 0.1 | 1.0 | 0.3
PLC-beta3 inh | 4.0 | -1.4 | -1.3 | -9.0 | -129.2 | -8.5 | -27.1 | -1.5 | -1.8
HGIII-sPLA2 inh | 9.3 | -12.2 | -0.7 | 5.5 | -10.4 | 3.1 | -8.0 | -12.4 | 3.1
UHRF1 binding | 0.4 | -1.2 | -0.8 | -1.3 | 64.1* | 1.8 | -2.5 | -0.9 | 6.0
ASAP1 inh | 8.3 | -3.3 | 7.3 | -11.6 | -12.7 | 2.7 | 11.4 | -8.7 | -11.3
ARFGAP1 inh | 4.9 | -10.9 | 0.1 | -5.2 | -4.8 | 5.1 | -12.0 | 2.6 | -8.0
NR1D1 modulator | -2.7 | -2.9 | -4.2 | -3.0 | -36.1 | 0.3 | -4.5 | 1.0 | 6.7
